Compound activity deposited in PubChem BioAssay by National Center for Advancing Translational Sciences (NCATS).
AmpC det inh: AmpC beta-lactamase inhibition, detergent assay | purified AmpC, nitrocefin hydrolysis with detergent | Potency, µM (titrated, usually from 28.7 µM), inactives show at the highest dose activity change, negative = inhibition | 0.09% of 71,000 active | AID 584; active = well fitted curve in the direction sought with a large enough effect
Target sequence (P00811 whole entry, looked up): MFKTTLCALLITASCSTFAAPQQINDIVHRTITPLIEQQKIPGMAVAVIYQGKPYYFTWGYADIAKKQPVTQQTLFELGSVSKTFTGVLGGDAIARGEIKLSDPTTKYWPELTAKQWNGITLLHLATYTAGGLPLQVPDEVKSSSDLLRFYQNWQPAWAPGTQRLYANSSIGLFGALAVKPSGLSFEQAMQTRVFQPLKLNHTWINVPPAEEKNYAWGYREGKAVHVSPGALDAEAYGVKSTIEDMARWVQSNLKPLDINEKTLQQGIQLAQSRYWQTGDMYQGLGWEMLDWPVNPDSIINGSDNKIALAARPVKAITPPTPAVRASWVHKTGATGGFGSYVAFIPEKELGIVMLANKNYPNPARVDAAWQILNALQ
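E. coli AmpC (5.3 nM) in 20 mM phosphate pH 7.0 with 0.01% Triton X-100, preincubated 15 min RT with compound; nitrocefin (2 uL of 800 uM stock) hydrolysis followed by 480 nm absorbance every 20 s over 4 min.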
The depositor's hits bear a star; & = joins results of further samples; [ ] = remark or other dose. % is scaled to controls: 0 for no effect and ±100 for the full control effect; potency is read from the fitted curve at half-maximal effect. This is a subset; count on the stated rates, not on these rows.

SMILES	AmpC det inh
O=C(CNC(=O)c1cccs1)NCCN1CCN(c2ccccc2F)CC1	-2%
O=C(O)c1ccc(CNCc2ccccc2)cc1	-4%[5.75 µM]
O=C(CN(C(=O)CNS(=O)(=O)c1ccccc1)C1CCCC1)NCc1ccco1	-5%
C=C(C)CN=c1scc(C)n1/N=C/c1ccco1	-3%
CCCC(c1nnnn1Cc1ccco1)N1CCN(C(=O)c2ccco2)CC1 (stereo not given)	2%
COc1cccc(OCc2nnc(SCC(=O)OC3CCCCC3)n2C)c1	-5%
Cc1ccccc1NC(=O)CSc1nnnn1C	10%
Cc1nc(Sc2nnnn2-c2ccccc2)c(C#N)c(C)c1C	13%
Clc1ccc(CSc2ncccn2)cc1	12%
O=C(CCN1C(=O)C2CC=C(Cl)CC2C1=O)NCc1ccco1 (stereo not given)	-1%
c1ccc(C(Cc2nc(-c3ccccn3)no2)c2ccccc2)cc1	-3%
COC(=O)c1ccc(S(=O)(=O)NCCSc2nnc3c4ccccc4n(C)c3n2)cc1	-2%
COc1ccccc1-c1noc(-c2ccccc2C(=O)Nc2ccccc2)n1	-1%
C=C(C)c1cccc(C(C)(C)NC(=O)NCCCN2CCCC2=O)c1	-1%
CCC(=O)Nc1sc(C(=O)N2CCCCC2)c(C)c1C#N	-1%
OC(CN1c2ccccc2Sc2ccccc21)Cn1nnc2ccccc21 (stereo not given)	10%
COC(=O)c1cc(OC)c(OC)cc1NC(=O)c1oc2ccccc2c1C	-4%
CN(Cc1ccccc1)Cc1ccccc1OC(=O)N(C)C	0%
CCCNC(=O)NC(C(=O)OC)C12CC3CC(CC(C3)C1)C2 (stereo not given)	-1%
COc1cc(NC(=O)NCc2ccncc2)cc(OC)c1OC	-6%
Fc1cnc(N2CCOCC2)nc1N1CCc2ccccc21	-2%
Cc1[nH]nc2c1C(c1ccc(F)cc1)C1=C(CC(C)(C)CC1=O)N2 (stereo not given)	-3%
Nc1nncn1C(=O)CCCN1C(=O)c2ccccc2C1=O	-6%
CNC[C@H](O)[C@H](O)[C@H](O)[C@H](O)CO	1%[12.8 µM]
O=S(=O)(Nc1ccn(-c2ccccc2)n1)c1ccc(Br)cc1	0%
O=C(O)C1=CCCNC1	4%&-2%
Cc1ccc(S(=O)(=O)NCc2ccc(C(=O)NCCCN3CCN(C)CC3)cc2)cc1	1%
CSc1ccc(CN(C)CC(=O)NC(=O)NC(C)(C)C)cc1	-3%
COc1ccc(C2C(C(=O)Nc3cccc(C)n3)c3ccccc3C(=O)N2C)cc1OC (stereo not given)	1%
CNC(=O)CN(Cc1ccccc1)S(=O)(=O)c1ccccc1	0%
Cc1ccc(C(=O)CC2(O)C(=O)N(Cc3ccccc3Cl)c3ccccc32)o1 (stereo not given)	2%
CCOC(=O)c1sc(=NC(=O)c2ccc(S(=O)(=O)N3CC(C)OC(C)C3)cc2)n(C)c1C (stereo not given)	-3%
Cc1nc2nc(C)c(CCC(=O)N3CCC4(CC3)OCCO4)c(C)n2n1	-4%
Cc1ccc2cc(C#N)c(N3CCCN(C(=O)C4CCCO4)CC3)nc2c1C (stereo not given)	1%
O=C(CSc1nc(-c2cccs2)cc(C(F)(F)F)n1)NCCCn1ccnc1	11%
CCOC(=O)Cn1c(C)nc2ccccc21	9%
Nn1c(SCc2cn3ccsc3n2)nnc1-c1ccncc1	6%
Cc1cccn2c(=O)c3cc(C(=O)N4CCC5(CC4)OCCO5)n(C)c3nc12	1%
c1coc(-c2nnc(SCc3nc4ccccc4[nH]3)o2)c1	16%
NC(=O)N/N=C1\CC[C@H](O)C[C@@H]1CC(=O)O	-2%[5.75 µM]
COc1ccc(NC(=O)Cn2nnc(-c3ccccc3N)n2)cc1OC	-4%
NC(=O)COC(=O)CCCc1c[nH]c2ccccc12	-4%
CCc1ccc(NC2=NCC(=O)N2Cc2ccc3c(c2)OCO3)cc1	0%
Cc1cc(NC(=O)CSc2nnc(-c3ccc(S(=O)(=O)N4CCCC4)cc3)n2C)no1	-1%
Cc1cc(N2CCCCC2)nc(SCc2ccc(C#N)cc2)n1	-3%
CS(=O)(=O)N1CCC2(CC1)CN(Cc1nccs1)C2	0%
O=C(NCCc1cn2ccccc2n1)c1ccc(Br)o1	10%
O=C(CSc1nc2c(c(=O)n1-c1ccc(F)cc1)SCC2)NCC1CCCO1 (stereo not given)	-4%
COc1ccccc1N(CC(=O)NC1CCCCC1)S(C)(=O)=O	2%
CCOCCCNC(=O)C(NC(=O)c1ccccn1)c1ccc(C)cc1 (stereo not given)	-5%

Looked up one by one from above:
SMILES	AmpC det inh
O=C(CSc1nc2c(c(=O)n1-c1ccc(F)cc1)SCC2)NCC1CCCO1 (stereo not given)	-4%
CNC[C@H](O)[C@H](O)[C@H](O)[C@H](O)CO	1%[12.8 µM]
O=C(NCCc1cn2ccccc2n1)c1ccc(Br)o1	10%

The listing continues:
SMILES	AmpC det inh
COC(=O)[C@@]1(Cc2ccc(OC)cc2)[C@@H]2[C@@H](CC(=O)[C@H]2CC(=O)C(=O)N(C)C)CN1C(=O)c1ccccc1	-2%
c1ccc2c(N3CCOCC3)nc(-c3ccoc3)nc2c1	6%
CCn1c(Sc2nc(C)nc3scc(-c4cccs4)c23)n[nH]c1=O	0%
O=C(NCC1CCCO1)c1c(O)c2cccc3c2n(c1=O)CC3 (stereo not given)	-6%
O=c1c(-c2cccc(F)c2)nc2cncnc2n1Cc1ccc(F)cc1	-2%
CCOC(=O)N1CCC(NC(=O)c2cc3ccccn3n2)CC1	2%
CCN(CC)S(=O)(=O)c1cccc(C(=O)Nc2nncs2)c1	-1%
CCCCCCSC1=C(C#N)C(c2ccc(C)o2)CC(=O)N1 (stereo not given)	2%
O=C(COC(=O)c1ccccn1)Nc1cc(Cl)ccc1Cl	-4%
CC(=O)N1C(=O)N(C)C2C1N(C(C)=O)C(=O)N2C (stereo not given)	-7%

A draw from above in order of heavy-atom count, lowest first:
SMILES	AmpC det inh
CC(=O)N1C(=O)N(C)C2C1N(C(C)=O)C(=O)N2C (stereo not given)	-7%
c1ccc2c(N3CCOCC3)nc(-c3ccoc3)nc2c1	6%
CCOC(=O)N1CCC(NC(=O)c2cc3ccccn3n2)CC1	2%

Returning to the listing; the two compounds before the break are reprinted first.
SMILES	AmpC det inh
O=C(COC(=O)c1ccccn1)Nc1cc(Cl)ccc1Cl	-4%
CC(=O)N1C(=O)N(C)C2C1N(C(C)=O)C(=O)N2C (stereo not given)	-7%
CN(C)/C=C/C(=O)c1nnn(C2CCCCC2)c1NC1CCCCC1	4%
C[C@@H]1Cc2cc3c(cc2C(c2ccc(N)cc2)=NN1)OCO3	-3%
Cc1cc(C)nc(SCCS(=O)(=O)Cc2ccccc2)n1	-1%
CCc1nnc(NC(=O)c2ccc(OC)cc2OC)s1	13%
O=C(NC1CC2CCC(C1)N2C(=O)NC1CCCCC1)NC12CC3CC(CC(C3)C1)C2 (stereo not given)	-5%
CCOCCCNC(=O)c1ccc(CS(=O)(=O)Cc2ccc(C)cc2)o1	-1%
O=C(COc1ccc(-c2nnco2)cc1)NC1CCCc2ccccc21 (stereo not given)	1%
CN1CCN(CN2C(=O)C3C4C=CC(C3C2=O)C2C3C(=O)N(CN5CCN(C)CC5)C(=O)C3C42)CC1 (stereo not given)	-2%[5.75 µM]
Cc1nc(C)c(C(=O)Nc2ccc(C)c(F)c2)o1	-4%
COc1ccc(OCCOCC(O)CN2CCOCC2)cc1 (stereo not given)	-2%
CN(C)CCNCCN	-3%[5.75 µM]
CCc1ccc(NC(=O)CSc2nnc(Cc3cccn3C)n2-c2ccc(OC)cc2)cc1	11%
C/C=C\c1ccc(OC)cc1	10%
CCOCc1nnc(NC(=O)COC)s1	-1%
Cn1c(SCC(=O)Nc2ccc(N3CCOCC3)cc2)nnc1-c1ccccc1	-4%
Cc1ccc2cc(CCNS(=O)(=O)c3ccc(F)cc3)c(=O)[nH]c2c1	11%
COc1ccc(CN(C)C2CCCCC2)cc1	-2%
CCOC(=O)N1CCC(NC(=O)c2ccc(OC)c(CN3CC(=O)N4CCCC4C3=O)c2)CC1 (stereo not given)	1%
O=C1CN(C(=O)CSc2nncn2-c2ccccc2)c2ccccc2N1	-5%
COC(=O)CSc1nnc(CNC(=O)c2cccs2)n1-c1cccc(C)c1	16%
CCCOc1ccc(-c2nc(C#N)c(N3CCN(C)CC3)o2)cc1	-2%
O=S(=O)(NC1CCCC1)c1ccc(S(=O)(=O)N2CCCN(Cc3ccccc3)C2)cc1	-1%
CCc1c(C)nc(N2CCN(Cc3ccccc3)CC2)[nH]c1=O	-3%
CCC(C)NC(=O)C1(C)CCC(=O)N1CCc1ccc(OC)c(OC)c1 (stereo not given)	-1%
O=C(Oc1ccccc1)c1ccccc1O	23%
N#Cc1c(N)c(C(=O)c2ccccc2)n2c1CCCC2	-2%
COc1cc(C)c(S(=O)(=O)Nc2ccccc2F)cc1C	-2%
CSc1nc(-c2ccco2)nn1C(=O)c1ccc(C)cc1	12%
Nc1nc(N)nc(CCCCc2nc(N)nc(N)n2)n1	-2%[5.75 µM]
CC(C)OC(=O)CN1C(=O)c2ccccc2C1=O	-2%
O=C(CN1CCN(C(=O)c2ccccc2)CC1)Nc1ncc(Br)cc1Br	1%
CN(C)c1ccc(C(C(=O)NC(C)(C)C)N(C(=O)c2csnn2)C2CC2)cc1 (stereo not given)	1%
O=C(NCCO)c1cc2ccccc2c(=O)s1	-3%
CCOc1ccc(C(=O)NCCN(C)C)cc1	-2%
CCOC(=O)N1CCC(N(CCOC)C(=O)Nc2ccc(Cl)cc2)CC1	-6%
O=C(CCn1cnc2ccccc2c1=O)Nc1nc2c(s1)CCCC2	-5%
COc1ccc(OC)c(NC(=O)C2CC(=O)n3ncnc3N2)c1 (stereo not given)	0%
CC#C[C@@]1(O)CC[C@@H]2[C@@H]3CCC4=CC(=O)CCC4=C3[C@@H](c3ccc(N(C)C)cc3)C[C@]21C	0%
O=C(O)c1ccc(COc2cccc(CO)c2)cc1	-6%
O=C(Oc1ccccc1)N1CCC[C@@]2(CCN(c3ccccn3)C2)C1	1%
CC1=C(C(=O)OC2CCCC2)C(c2ccc(C)o2)C2=C(CC(c3cccs3)CC2=O)N1 (stereo not given)	11%
COC(=O)C1=C(C)NC(C)=C(C(=O)OC)C1C(=O)OCCN1C(=O)c2ccccc2C1=O	0%
Cc1cc(NC(=O)Nc2cccc(C(F)(F)F)c2)no1	-6%
CCNC(=O)NC(=O)C(C)Oc1ccc(C(=O)OC)cc1 (stereo not given)	-3%
C/C=C/c1ccc(OCCCn2cncn2)c(OC)c1	-6%
CCOc1ccc(C2C(C#N)=C(N)SC(N)=C2C#N)c(OCC)c1	-4%
COCCNC(=O)C(c1ccco1)N(C(=O)Cn1nnc2ccccc21)c1cc(C)ccc1C (stereo not given)	-4%
Cc1ccc(S(=O)(=O)N2CCN(C(=O)CSc3nc4ccccc4c(=O)[nH]3)CC2)c(C)c1	-2%
O=C(O)CSC1=NCCN1	-2%
CC(C)(C)NC(=O)CSc1nnc(Cc2ccc3c(c2)OCO3)n1C1CCCCC1	3%

Reformatted: 4 of the compounds above
molecule: O=C(CN1CCN(C(=O)c2ccccc2)CC1)Nc1ncc(Br)cc1Br
  AmpC det inh: 1%
molecule: Cc1cc(C)nc(SCCS(=O)(=O)Cc2ccccc2)n1
  AmpC det inh: -1%
molecule: Nn1c(SCc2cn3ccsc3n2)nnc1-c1ccncc1
  AmpC det inh: 6%
molecule: NC(=O)N/N=C1\CC[C@H](O)C[C@@H]1CC(=O)O
  AmpC det inh: -2%[5.75 µM]

Continuation.
SMILES	AmpC det inh
CCC(=O)Nc1cc(-c2nnc(OC)c3ccccc23)ccc1N1CCOCC1	-2%
COc1ccc(-n2c(=O)c(-c3cccs3)nc3cnc(Nc4cccc(OC)c4)nc32)cc1	0%
CN1C(=O)c2ccccc2C(C(=O)O)C1c1cn(C)c2ccccc12 (stereo not given)	-4%
O=C(c1csnn1)N1CCC2(CC1)CN(Cc1ccncc1)C2	0%
COCCOC(=O)C1=C(C)N(Cc2ccccc2)C(=O)NC1c1cccc(OC)c1OC (stereo not given)	-15%
COC(=O)c1cc(OC)c(OC)cc1NC(=O)c1c(-c2ccccc2)noc1C	1%
O=C(COC(=O)C1=COCCO1)NCCCc1ccccc1	-2%
Cc1nc2ccccc2n1CC(=O)NCc1ccccc1	-3%
Cc1cnc(CNc2ncncc2-c2c(C)noc2C)cn1	11%
CCc1cccc(NC(=O)NC2CCCCC2)c1	-6%
O=S(=O)(Cc1ccccc1)N1CCCCCC1	0%
Cc1ccc(CCN2CC(C(=O)NCCN3CCCCCC3)CC2=O)cc1 (stereo not given)	-4%
Clc1ccc2c(NCCNC3CCCCC3)ccnc2c1	0%[5.75 µM]
Nc1nnc(C(=O)c2ccccc2N)s1	32%
CCOC(=O)CCCNC(=O)CCNC(=O)c1ccc(OC)cc1	5%
O=c1c(F)cn(C2CCCO2)c(=O)n1Cc1ccccc1F (stereo not given)	-6%
COc1ccc(-c2nc(C#N)c(NCc3ccccc3Cl)o2)cc1OC	0%
CCN1CC2CCCC3(C1)C(=O)NC1(CCCCC1)N=C23 (stereo not given)	-6%
CCCSc1nnc(-c2cccc(S(=O)(=O)N(C)C)c2)n1-c1cc(OC)ccc1OC	0%
CCOC(=O)CN(C(=O)CSc1nnc(-c2ccc(OC)c(OC)c2)o1)c1ccc(F)cc1	1%
CCN(CC)S(=O)(=O)c1ccc2c(c1)c(=O)c(C(=O)N1CCOCC1)cn2C	-3%
COc1ccc(CN(C(=O)c2ccco2)c2ccc(C)cc2)cc1OC	9%
CCS(=O)(=O)N1CCCC(C(=O)NCCN(C)Cc2ccccc2)C1 (stereo not given)	-3%
CCC12CN3CC(CC)(CN(C1)C3c1ccccc1Cl)C2O (stereo not given)	-5%
CCOC(=O)c1ccc(N2C(=O)CC(N3CC=C(c4ccc(F)cc4)CC3)C2=O)cc1 (stereo not given)	0%
Cc1cc(C)n(Cc2ccccc2F)c(=O)c1C#N	12%
